# PTHR1 ag: qHTS for PTHR1 Agonists: Primary Screen; Parathyroid hormone/parathyroid hormone-related peptide receptor (Homo sapiens), Q03431; HEK293 GP2 PTHR1 cells, GloSensor cAMP luminescence, 1 h; Potency, µM (top dose mostly 115 µM), inactives show top-dose activation, most hits filed as activators; 410,000 compounds, 0.075% hits; note: potency is the fitted concentration of half-maximal effect; nearly all actives have a fitted effect of over 55% in size; some results filed as inactive show a strong effect at the top dose; inactives centre near -15; many of its hits are not listed in these tables
# Target sequence (Q03431 whole entry, looked up): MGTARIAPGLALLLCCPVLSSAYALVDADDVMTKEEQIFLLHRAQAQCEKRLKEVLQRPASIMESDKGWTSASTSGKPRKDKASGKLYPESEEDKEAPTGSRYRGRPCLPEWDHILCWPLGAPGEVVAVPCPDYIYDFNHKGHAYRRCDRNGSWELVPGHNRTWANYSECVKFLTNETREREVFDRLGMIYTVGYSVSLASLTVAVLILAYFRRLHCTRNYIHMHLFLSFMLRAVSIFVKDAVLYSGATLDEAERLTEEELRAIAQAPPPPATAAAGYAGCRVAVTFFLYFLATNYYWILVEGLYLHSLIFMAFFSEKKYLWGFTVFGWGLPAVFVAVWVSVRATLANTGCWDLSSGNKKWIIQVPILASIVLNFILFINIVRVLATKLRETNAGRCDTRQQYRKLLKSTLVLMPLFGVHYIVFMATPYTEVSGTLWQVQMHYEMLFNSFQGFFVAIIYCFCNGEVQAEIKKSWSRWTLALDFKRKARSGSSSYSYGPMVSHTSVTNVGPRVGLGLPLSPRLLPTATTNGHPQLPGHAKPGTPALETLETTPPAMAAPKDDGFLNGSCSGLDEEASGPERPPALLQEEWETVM
#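 HEK-293-derived GP2 cells expressing PTHR1 and a GloSensor cAMP reporter, 3,000/well, plated overnight, given luciferin plus IBMX (each 0.5 mM as added) for 1 h at 37 °C, then compound for 1 h at 37 °C. Luminescence was read after 15 min at room temperature.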
# aSyn rescue: qHTS of alpha-syn Inhibitors; Yeast expressing alpha-synuclein, growth rescue, BacTiter-Glo, 24 h; 370,000 compounds, 0.14% hits; AID 652106, 2013; Potency, µM (top dose mostly 46.1 µM), for the others: top-dose growth rescue (activation), actives largely listed as activators; note: potency is the fitted concentration of half-maximal effect; % of control where 0% means no effect; nearly all actives have a fitted effect of over 65% in size
#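 Rescue of yeast growth: cells expressing toxic alpha-synuclein, induced in galactose at OD600 0.02, incubated with compound 24 h at 30 C. ATP luminescence quantified growth; inhibitors of toxicity appear as activators.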
# Abeta yeast res: qHTS for compounds that reverse cellular toxicity of Amyloid beta (A-beta) peptide in yeast: Primary Screen; Potency, µM (highest dose often 46.1 µM), for the others: top-dose growth rescue, usual class: activators; 410,000 compounds, 0.063% hits; yeast expressing A-beta42, growth rescue, OD600, 48 h; response scale: 0% DMSO, 100% iron-clioquinol control; note: potency is the fitted concentration of half-maximal effect; nearly all actives have a fitted effect of over 55% in size
#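 Growth rescue measured by 600 nm absorbance after 48 h yeast culture at 30 C with compound. Values normalized between DMSO and an equimolar ferric chloride plus clioquinol control.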
# MmCpn inh: Inhibitors of TCP-1 ring complex (TRiC) of Methanococcus maripaludis (MmCpn): qHTS; 330,000 compounds, 0.031% hits; AID 504842, 2011; Potency, µM (doses to about 76.9 µM), inactives show at the highest dose activity, negative = inhibition, hits mostly inhibitors; purified Mm-Cpn ATPase, ADP Transcreener TR-FRET; Chaperonin Mm-Cpn (Methanococcus maripaludis); note: potency is the fitted concentration of half-maximal effect; % is set by controls: 0 for no effect and ±100 for the full control effect; nearly all actives have a fitted effect of over 80% in size
#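 Purified archaeal Mm-CPN (25nM final) preincubated 10 min at 37degC with compound, then 10uM ATP for 30 min at 37degC; ADP measured by HTRF Transcreener TR-FRET; buffer 30 mM TRIS pH 7.4, 100mM KCl, 5mM MgCl2, 1mM DTT.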
# FUS yeast rescue: qHTS for Suppressors of FUS Proteinopathy: Primary screen using FUS-linked yeast assay; Potency, µM (highest dose often 76.6 µM), without a hit: at the highest dose growth rescue (activation), most hits filed as activators; S. cerevisiae FUS-expressing, growth rescue, OD600, 24 h; AID 1347120, 2019; 390,000 compounds, 0.24% hits;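 note: potency is the fitted concentration of half-maximal effect; plate controls were DMSO vehicle for no effect and reference control for full effect; nearly all actives have a fitted effect of over 55% in size; some results filed as inactive show a strong effect at the top dose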
#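 Galactose (2%) drives FUS expression in yeast precultured in raffinose; seeding density OD 0.005. Test compounds incubated 24hr at 30C and 99% humidity before absorbance at 600 nm was measured.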
# TDP-43 yeast inh: qHTS of TDP-43 Inhibitors; TDP-43 expressing yeast growth rescue, BacTiter-Glo, 24 h; Potency, µM (series often up to 46.1 µM), for the others: top-dose growth rescue (activation), actives largely listed as activators; 410,000 compounds, 1.8% hits; note: potency is the fitted concentration of half-maximal effect; % of control where 0% means no effect; nearly all actives have a fitted effect of over 50% in size
#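 Galactose-induced TDP-43 yeast, OD600=0.02, compound pinned; 24 hr, 30 deg C; BacTiter-Glo luminescence for growth. Inhibitors of TDP-43 toxicity read as activators.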
# Akt phos inh: HTS Assay for Inhibitors of Akt Phophorylation: Primary Screen | Neuro2A IGF-stimulated pAkt S473 HTRF, 20 min; hits give low values | activity change, % for hits at 50 µM | 360,000 compounds, 0.32% hits | AID 651550, 2012; in the data active = activity change below about -80%; inconclusive = mostly about -51% to -80%; note: % is set by controls: 0 for no effect and ±100 for the full control effect
#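 Single-point screen (50 µM final compound) in Neuro2A cells stimulated 20 min with 6 nM IGF at 37 deg C. After lysis, Ser473-phosphorylated Akt read by HTRF (ex 330 nm, em 615/665 nm) as the 665/615 ratio.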
# GLP1R inv ag: qHTS of GLP-1 Receptor Inverse Agonists (Inhibition Mode); HEK293 GLP-1R CRE-luciferase, luminescence, 24 h; GLP-1R form is constitutively active; 410,000 compounds, 1.6% hits; Potency, µM (highest dose often 38.3 µM), without a hit: at the top dose activity change, negative = inhibition, hits mostly inhibitors; note: potency is the fitted concentration of half-maximal effect; % is set by controls: 0 for no effect and ±100 for the full control effect; nearly all actives have a fitted effect of over 55% in size
# Target sequence (P43220 whole entry, looked up): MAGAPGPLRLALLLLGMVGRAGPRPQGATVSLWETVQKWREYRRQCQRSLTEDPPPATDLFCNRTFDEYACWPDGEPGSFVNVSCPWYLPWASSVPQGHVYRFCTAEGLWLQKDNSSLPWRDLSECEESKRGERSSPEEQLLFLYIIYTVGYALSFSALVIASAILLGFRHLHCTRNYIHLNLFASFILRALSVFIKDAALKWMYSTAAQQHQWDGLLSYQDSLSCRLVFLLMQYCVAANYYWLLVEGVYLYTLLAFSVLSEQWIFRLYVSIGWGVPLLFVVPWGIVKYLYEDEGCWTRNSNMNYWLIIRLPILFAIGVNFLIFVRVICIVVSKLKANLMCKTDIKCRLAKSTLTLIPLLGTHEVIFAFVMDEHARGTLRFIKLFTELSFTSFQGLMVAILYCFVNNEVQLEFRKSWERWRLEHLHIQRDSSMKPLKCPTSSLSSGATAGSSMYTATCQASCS
#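 Constitutively active GLP-1R drives a cAMP-responsive luciferase in stably transfected HEK293 cells; test compounds are added after overnight (12 h) attachment and left 24 hr, and signal loss in luminescence marks inhibition.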
# HEK293 tox: qHTS of GLP-1 Receptor Inverse Agonists: Cytotox Screen; HEK293 cAMP-luciferase reporter cells, luminescence, 24 h; Potency, µM (doses to about 38.3 µM), inactives show at the top dose activity change, negative = inhibition, actives largely listed as inhibitors; 410,000 compounds, 0.13% hits; AID 624418, 2012;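 note: loss of luciferase light is scored as toxicity; potency is the fitted concentration of half-maximal effect; % is set by controls: 0 for no effect and ±100 for the full control effect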
#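 1536-well qHTS counterscreen of the MLSMR; 200 cells/uL, 12 h pre-incubation, 23 nL cpd, 24 h at 37 deg C 5% CO2, luciferase detection reagent, 12 min RT, luminescence. Inhibition = undesired.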
# * hit, by the source's call; i = inactive; ? = inconclusive; . = not tested or not shown; [ ] = another dose, or the depositor's remark. Unless noted, calls come from the whole dose curve; as a rule, active = well fitted curve in the direction sought with a large enough effect; inconclusive = small, poorly fitted or top-dose-only effect, or another doubt; inactive = no such curve, though single readings can be large; an effect the other way counts as inactive or inconclusive. Not all compounds are listed; the hit share may differ from the screen's.
no.	Compound	PTHR1 ag	aSyn rescue	Abeta yeast res	MmCpn inh	FUS yeast rescue
1	CCOC(=O)C1=NNC(C(=O)c2ccccc2)C1c1ccc(Cl)cc1 (configuration not stated)	-1%	7%	20%	?	17%
2	CCc1nn(CCCC(=O)Nc2ccc(C)c(C)c2)c(=O)c2cc3occc3n12	i	0%	11%	0%	39%
3	O=C(c1cc(=O)c2cc(Cl)ccc2o1)N(Cc1ccccc1)C1CCS(=O)(=O)C1 (configuration not stated)	i	.	2%	.	10%
4	COc1ccc(C)cc1NC(=O)CN1CCN(S(=O)(=O)c2ccc3ccccc3c2)CC1	-5%	-1%	-8%	-3%	.
5	O=C(O)c1cccc(NC(=S)NC(=O)c2ccc3ccccc3c2)c1	-19%	3%	0%	0%	5%
6	COCc1cc(CN2CCCC(C(=O)Nc3ccc(-c4ccco4)cc3)C2)ccc1OC (configuration not stated)	-18%	5%	11%	-7%	23%
7	Cc1ccc(S(=O)(=O)c2c(COC(=O)c3ccccc3Cl)c(-c3ccccc3)nn2C)cc1	i	1%	-5%	0%	26%
8	O=C(COc1ccc(S(=O)(=O)N2CCOCC2)cc1)Nc1ccccc1F	i	-4%	-1%	1%	11%
9	Cc1ccc(NC(=S)c2ccc3ccccc3n2)c(C)c1	-14%	-7%	-8%	-2%	1%
10	COc1cc(OC)cc(C(=O)NCc2ccc(-n3cccc3)cc2)c1	-9%	-9%	-11%	-4%	1%
11	CC(=O)N1c2ccccc2[C@H](C)[C@H]1C	i	1%	1%	?	-18%
12	CCOC(=O)Nc1ccc2c(c1)Sc1ccccc1N2C(=O)CCN1CCOCC1	-8%	4%	12%	2%	-7%
13	Cc1cc(N)ccc1S(C)(=O)=O	-25%	-4%	2%	2%	6%
14	N#Cc1cnc2nc(SCc3ccccc3)nn2c1	i	1%	15%	-1%	-9%
15	C[C@H]1CC[C@]2(O[C@@H](CCO)C[C@H](O)[C@H]2O)O1	-23%	-5%	0%	.	-29%

no.	TDP-43 yeast inh	Akt phos inh	GLP1R inv ag	HEK293 tox
1	6%	i	?	1%
2	10%	i	0%	-3%
3	21%	.	10%	6%
4	13%	i	-9%	-29%
5	-13%	i	?	-3%
6	3%	i	-20%	-23%
7	6%	i	?	71%[activator]
8	-2%	i	35%[activator]	-1%
9	-8%	i	-15%	2%
10	-16%	i	-22%	-11%
11	16%	i	3%	4%
12	8%	i	38%[activator]	7%
13	-1%	i	11%	0%
14	15%	i	1%	3%
15	-6%	i	9%	2%

# Brought forward from above: 4 compounds, then new ones.
no.	Compound	PTHR1 ag	aSyn rescue	Abeta yeast res	MmCpn inh	FUS yeast rescue
12	CCOC(=O)Nc1ccc2c(c1)Sc1ccccc1N2C(=O)CCN1CCOCC1	-8%	4%	12%	2%	-7%
13	Cc1cc(N)ccc1S(C)(=O)=O	-25%	-4%	2%	2%	6%
14	N#Cc1cnc2nc(SCc3ccccc3)nn2c1	i	1%	15%	-1%	-9%
15	C[C@H]1CC[C@]2(O[C@@H](CCO)C[C@H](O)[C@H]2O)O1	-23%	-5%	0%	.	-29%
16	CCCCN(C)CCCNC(=O)Cn1c(=O)sc2ccccc21	i	-8%	8%	1%	10%
17	Nc1nc(CSc2ncn(-c3ccccc3)n2)cs1	-16%	-9%	19%	0%	15%
18	CCOC(=O)/C(C#N)=C1/CCCCCN1C	-1%	2%	-4%	0%	-24%
19	Cc1nc(-c2ccc(S(=O)(=O)Nc3ccc(S(N)(=O)=O)cc3)cc2)co1	-80%[inhibitor]	-5%	-1%	1%	-9%
20	O=C(O)CCNC(=O)OCC1c2ccccc2-c2ccccc21	i	-6%	1%	-1%	1%
21	COc1ccccc1CNc1ccc(C(=O)O)cc1	i	5%	-6%	0%	7%
22	CCOC(=O)c1sc2ncn(C(CC)C(=O)OC)c(=O)c2c1C (configuration not stated)	-3%[57.5 µM]	8%	-22%	2%	15%
23	COc1cc2nc(COc3ccc(C#N)cc3)n(CC#N)c(=O)c2cc1OC	i	3%	-13%	0%	10%
24	CN(CC(=O)Nc1ccccc1Cl)C(=O)c1cccc(S(=O)(=O)N2CCN(Cc3ccccc3)CC2)c1	-55%[inhibitor]	4%	1%	0%	4%
25	C(#CC1CCCC1)c1ccc2c(c1)COc1c3ccccc3nn1-2	-73%[inhibitor]	-1%	-4%	1%	0%
26	CCSc1ccccc1C(=O)Nc1cc(OC)c(OC)c(OC)c1	i	-11%	-9%	1%	-9%
27	CNc1nc2cc([N+](=O)[O-])c([N+](=O)[O-])cc2nc1NC	-22%	-5%	-15%	2%	4%
28	O=C(CNC(=O)c1ccc(Cl)cc1)NC1CCCCC1	-28%	-18%	0%	0%	14%
29	COc1ccc(CCCc2nnc(SCC(=O)Nc3nccs3)n2C)cc1C	1%	-4%	8%	0%	16%
30	Cn1ccnc1C1CCCCN1C(=O)c1cc(COc2ccc(F)cc2Cl)on1 (configuration not stated)	-10%	-1%	3%	1%	13%

no.	TDP-43 yeast inh	Akt phos inh	GLP1R inv ag	HEK293 tox
12	8%	i	38%[activator]	7%
13	-1%	i	11%	0%
14	15%	i	1%	3%
15	-6%	i	9%	2%
16	-10%	i	-10%	-8%
17	-5%	i	0%	8%
18	17%	i	7%	-1%
19	5%	i	3%	3%
20	10%	i	8%	7%
21	6%	i	1%	-15%
22	-8%	i	10%	7%
23	5%	i	18%	-6%
24	-11%	i	?	-2%
25	17%	i	17%	12%
26	-4%	i	10%	5%
27	3%	i	?	?
28	-7%	i	9%	-1%
29	-2%	i	-12%	4%
30	-9%	i	?	-3%

# The listing continues:
no.	Compound	PTHR1 ag	aSyn rescue	Abeta yeast res	MmCpn inh	FUS yeast rescue
31	CCNc1c(NS(=O)(=O)c2ccc(F)c(Cl)c2)c(=O)oc2ccccc12	-32%[inhibitor]	1%	-13%	1%	5%
32	CCOc1ccccc1N1CCN(C(=O)c2cc(-c3cc(OC)ccc3OC)nc3ccccc23)CC1	-20%	-9%	-11%	-6%	43%
33	Nc1nc(-c2ccc(Cl)cc2)nnc1-c1ccc(Br)cc1	-30%[inhibitor]	2%	-22%	-5%	11%
34	Cc1ccc2cc(/C=C(\C#N)C(N)=O)c(N3CCCCC3)nc2c1	-17%	-1%	9%	-10%	-3%
35	Cc1cccc(C(=O)N[C@H](C(=O)Nc2cccc(S(=O)(=O)N3CCCC3)c2)C(C)C)c1	i	-2%	13%	1%	-9%
36	CCOC(=O)N1CCC(NC(=O)CS(=O)(=O)Cc2nc(-c3ccc(OC)cc3)oc2C)CC1	-14%	11%	7%	-1%	3%
37	CCNC(=O)C1CCCN(C(=O)c2ccc(OC)cc2OC)CC1 (configuration not stated)	-23%	1%	-13%	.	-19%
38	CCOC(=O)Cn1c(C)c(Br)c(=O)c2cccc(C)c21	0%	9%	-5%	-1%	9%
39	COC(=O)Cc1cc(=O)oc2cc(OC)ccc12	i	12%	6%	-5%	10%
40	CNC(=S)N1N=C(c2ccccc2)CC1c1ccc(Br)cc1 (configuration not stated)	-5%[57.5 µM]	2%	15%	-31%	23%
41	S=C(Nc1ccccc1)N1CCN(C/C=C/c2ccccc2)CC1	-37%[inhibitor]	0%	4%	-2%	18%
42	CCN(Cc1ccccc1)C(=O)C1CCN(C/C(C)=C/c2ccccc2)CC1	-14%	2%	19%	1%	.
43	Cc1csc(NC(=O)C2=COCCO2)n1	i	2%	10%	1%	4%
44	O=C(COc1ccccc1F)Nc1c(C(=O)Nc2cccc(F)c2)oc2ccccc12	-35%[inhibitor]	.	-3%	.	8%
45	Cc1c(Cl)cccc1NC(=O)C1CC2CCC1C2 (configuration not stated)	i	-3%	7%	.	8%
46	COc1ccc(-c2cn3c(C)c(C(=O)NCCN4CCOCC4)sc3n2)cc1	-15%	5%	-1%	-3%	.
47	O=C(Nc1ccccc1C(F)(F)F)Nc1c[nH]c(=O)[nH]c1=O	i	.	-5%	.	-12%
48	O=S1(=O)CC(N2CCCCC2)CN1C1CCCCC1 (configuration not stated)	-11%	?	-4%	.	-28%

no.	TDP-43 yeast inh	Akt phos inh	GLP1R inv ag	HEK293 tox
31	-12%	i	7%	-6%
32	?	i	?	-18%
33	-16%[0.397 µM]	i	27%	-1%
34	26%	i	17%	-9%
35	14%	i	?	5%
36	4%	i	1%	1%
37	3%	i	20%	1%
38	14%	i	-29%	0%
39	-14%	i	0%	-22%
40	?	i	-3%	-2%
41	-21%[0.397 µM]	i	?	-15%
42	18%	i	?	-3%
43	?	i	-8%	-1%
44	13%	.	3%	8%
45	15%	i	?	3%
46	-3%	i	-1%	-5%
47	10%	.	12%	-2%
48	4%	i	1%	3%
